Screening results: PubChem, National Center for Advancing Translational Sciences (NCATS)
Luciferase inh: blocks purified firefly luciferase enzyme activity. P08659. Potency, µM (top dose mostly 115 µM), without a hit: at the top dose activity change, negative = inhibition, hits mostly inhibitors. purified P. pyralis luciferase, luminescence, biochemical. 2.5% of 76,000 active. AID 1347043; also: potency is read from the fitted curve at half-maximal effect; nearly all actives have a fitted effect of over 65% in size
Target sequence (P08659 whole entry, looked up): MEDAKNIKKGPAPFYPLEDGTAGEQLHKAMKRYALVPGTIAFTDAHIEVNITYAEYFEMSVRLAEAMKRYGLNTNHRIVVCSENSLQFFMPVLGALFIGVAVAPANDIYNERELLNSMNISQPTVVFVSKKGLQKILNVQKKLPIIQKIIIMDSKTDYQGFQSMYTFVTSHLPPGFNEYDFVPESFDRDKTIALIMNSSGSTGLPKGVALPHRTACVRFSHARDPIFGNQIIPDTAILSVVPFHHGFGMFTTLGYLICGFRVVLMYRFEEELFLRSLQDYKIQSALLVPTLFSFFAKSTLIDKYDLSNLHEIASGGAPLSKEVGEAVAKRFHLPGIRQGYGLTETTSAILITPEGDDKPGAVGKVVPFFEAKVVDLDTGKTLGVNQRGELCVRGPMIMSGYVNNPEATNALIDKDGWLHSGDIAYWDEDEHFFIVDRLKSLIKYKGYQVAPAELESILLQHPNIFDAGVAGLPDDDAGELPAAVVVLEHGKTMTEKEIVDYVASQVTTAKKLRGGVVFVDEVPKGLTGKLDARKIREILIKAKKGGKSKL
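Luminescence read by CCD imager after adding enzyme (10nM final) to wells holding compound, titrated in qHTS. Substrates 10uM each D-luciferin and ATP; buffer 50mM Tris acetate pH 7.5, 10mM Mg acetate, Tween-20, BSA.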
3T3 cytotox: NIH 3T3 cell cytotoxicity. NIH 3T3 viability, CellTiter-Glo ATP luminescence, 48-72 h. Potency, µM (titrated, usually from 96.7 µM), for inactives: top-dose activity change, negative = cytotoxicity, actives largely listed as inhibitors. 4.3% of 94,000 active; also: potency is read from the fitted curve at half-maximal effect; nearly all actives have a fitted effect of over 55% in size
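Cytotoxicity is measured as loss of cellular ATP: NIH 3T3 cells (400/well) are exposed to compound for 48 or 72 hr at 37 °C, then CellTiter-Glo luminescence is imaged after 10 min at room temperature.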
HEK293 viab: cell viability loss counter-screen; HEK-293-SNCA-luc viability, GF-AFC fluorescence, 24 h; Potency, µM (titrated, usually from 57.1 µM), for the others: top-dose activity change, negative = cytotoxicity, hits mostly cytotoxic; 0.12% of 150,000 active;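 also: potency is read from the fitted curve at half-maximal effect; 0% = DMSO-treated cells and -100% = medium-only wells without cells; nearly all actives have a fitted effect of over 30% in size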
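Cytotoxicity counterscreen: after 24 h compound treatment of genome-edited SNCA-luciferase HEK-293 cells, live-cell protease substrate GF-AFC read by fluorescence after 30 min; activity scaled between DMSO (0%) and medium-only (-100%), curves Hill-fitted.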
SNCA expr inhib: reduces expression of the alpha-synuclein gene; AID 1671194; 0.17% of 140,000 active; HEK-293 SNCA-luciferase knock-in, luminescence, 24 h; Potency, µM (doses to about 57.2 µM), for inactives: at the top dose activity change, negative = inhibition, usual class: inhibitors;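 also: potency is read from the fitted curve at half-maximal effect; plate controls were DMSO cells for no effect and cell-free wells for full effect; nearly all actives have a fitted effect of over 45% in size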
IP6K1 inhibitor: inhibitors of human IP6K1. Q92551. IP6K1 kinase, ADP-Glo luminescence, 2 h; stronger effect = lower value. activity change, % (series mostly up to about 58 µM). 0.81% of 140,000 active; in the data active = activity change below about -25%
Target sequence (Q92551 whole entry, looked up): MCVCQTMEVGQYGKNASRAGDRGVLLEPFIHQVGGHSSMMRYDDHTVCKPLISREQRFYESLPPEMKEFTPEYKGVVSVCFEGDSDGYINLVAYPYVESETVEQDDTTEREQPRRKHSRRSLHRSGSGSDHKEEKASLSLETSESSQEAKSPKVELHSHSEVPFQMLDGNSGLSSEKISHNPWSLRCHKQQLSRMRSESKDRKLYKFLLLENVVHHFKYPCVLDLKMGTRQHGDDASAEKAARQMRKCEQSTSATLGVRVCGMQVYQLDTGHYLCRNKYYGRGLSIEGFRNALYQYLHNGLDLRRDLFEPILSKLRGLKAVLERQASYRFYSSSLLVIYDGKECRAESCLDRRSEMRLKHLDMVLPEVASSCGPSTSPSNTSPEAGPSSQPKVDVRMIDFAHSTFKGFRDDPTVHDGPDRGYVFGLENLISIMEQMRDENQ
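ADP-Glo luminescence measures ADP made by human IP6K1 during a 2 h RT reaction with ATP/IP6 (mix at 1.3 mM/130 uM); top library doses 57.5 and 19.1 uM final.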
HEK293 tox: kills HEK 293 cells | 6.6% of 94,000 active | HEK 293 viability, ATP luminescence (CellTiter-Glo), 48-72 h | Potency, µM (doses to about 115 µM), for inactives: at the top dose activity change, negative = cytotoxicity, actives largely listed as inhibitors; also: potency is read from the fitted curve at half-maximal effect; nearly all actives have a fitted effect of over 60% in size
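qHTS cytotoxicity; HEK 293, 250 cells/well; compound pinned; 48 or 72 hr, 37 degree Celsius, 5% CO2, 95% humidity; CellTiter-Glo, 10 min RT; luminescence (ATP).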
GPT2 inhibitor: blocks human glutamate pyruvate transaminase 2. Q8TD30. Recombinant GPT2, coupled pyruvate oxidase/HRP Amplex Red fluorescence. Potency, µM (doses to about 57.7 µM), without a hit: at the highest dose activity change, negative = inhibition, actives largely listed as inhibitors. 0.25% of 100,000 active; also: potency is read from the fitted curve at half-maximal effect; nearly all actives have a fitted effect of over 60% in size; many of its hits are not listed in these tables
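Fluorescence read-out: pyruvate from GPT2 turnover coupled to pyruvate oxidase, HRP and Amplex Red (0.2mM ThPP, 0.2U/mL PO and HRP, 50uM Amplex final). Substrates 250uM a-KG, 2mM L-alanine; enzyme 10ng/uL; 30 min RT.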
* hit, by the source's call; i = inactive; ? = inconclusive; / = not tested or not shown; [ ] = dose if it differs, or a comment. Unless noted, calls follow the shape of the dose curve; as a rule, active = well fitted curve in the direction sought with a large enough effect; inconclusive = small, poorly fitted or top-dose-only effect, or another doubt; inactive = no such curve, though single readings can be large; an effect the other way counts as inactive or inconclusive. Unless noted, % is scaled to controls: 0 for no effect and ±100 for the full control effect.

A first look (4 entries):
no.	Structure	Luciferase inh	3T3 cytotox	HEK293 viab	SNCA expr inhib	IP6K1 inhibitor	HEK293 tox	GPT2 inhibitor
1	COCCCn1c(C)cnc1C1CCN(C(=O)NC2CCCCC2)C1 (configuration not stated)	4%	i	2%	14%	0	i	-28%
2	CC(C)c1noc(CNC(=O)C2CCC(=O)N(CCN3CCOCC3)C2)n1 (configuration not stated)	9%	-8%	-7%	16%	13	-5%	i
3	O=C(N[C@@H]1COCC[C@@H]1OCC1CC1)c1cc(-n2cccn2)ccc1Cl	-5%	-17%	9%	-21%	14	-13%	-8%
4	CN(C)C[C@@H]1CN(c2ncccn2)C[C@H]1NC(=O)c1cccc(C#N)c1	8%	i	8%	7%	-1	4%	2%

The list itself (from the top)
no.	Structure	Luciferase inh	3T3 cytotox	HEK293 viab	SNCA expr inhib	IP6K1 inhibitor	HEK293 tox	GPT2 inhibitor
1	COCCCn1c(C)cnc1C1CCN(C(=O)NC2CCCCC2)C1 (configuration not stated)	4%	i	2%	14%	0	i	-28%
2	CC(C)c1noc(CNC(=O)C2CCC(=O)N(CCN3CCOCC3)C2)n1 (configuration not stated)	9%	-8%	-7%	16%	13	-5%	i
3	O=C(N[C@@H]1COCC[C@@H]1OCC1CC1)c1cc(-n2cccn2)ccc1Cl	-5%	-17%	9%	-21%	14	-13%	-8%
4	CN(C)C[C@@H]1CN(c2ncccn2)C[C@H]1NC(=O)c1cccc(C#N)c1	8%	i	8%	7%	-1	4%	2%
5	COc1cc2nc(Cl)nc(N)c2cc1OC	/	/	-10%[23.9 µM]	-19%[25.6 µM]	8	/	i
6	O=C(Cn1nc2c(cc1=O)CCCCC2)NCc1ccc(F)cc1	-23%	3%	-8%	59%[activator]	14	-12%	i
7	O=C(COc1ccccc1)N1CCC(c2noc(-c3ccncc3)n2)C1 (configuration not stated)	9%	i	-5%	2%	1	5%	i
8	Cc1ccccc1CN1C(=O)c2ccccc2Sc2ccc(C(=O)NCCc3ccccc3)cc21	/	/	-15%	?	-16	/	/
9	O=C(Cn1ccn2nc(-c3ccccc3)c(CO)c2c1=O)N1CCCc2ccccc21	-15%	-23%	-15%	-25%	14	?	-21%
10	O=C(NCC(c1ccco1)S(=O)(=O)c1cccs1)c1ccc(F)c(F)c1 (configuration not stated)	/	/	-16%	32%[activator]	0	/	/
11	O=C(Cc1ccc(Cl)cc1)NCc1nnc2ccc(-c3ccc(F)cc3)nn12	1%	-12%	7%	18%	-5	?	-19%
12	Clc1ccc(C2Cn3nnc(-c4noc(-c5ccc6c(c5)OCO6)n4)c3CO2)cc1 (configuration not stated)	8%	i	8%	0%	6	-3%	i
13	COc1cc(NC(=O)c2cc3cc4cc(OC)ccc4nc3o2)cc(OC)c1	/	/	-11%	5%	-13	/	/
14	CCc1nccn(Cc2nnc(C3CC(N)C3)n2CCOC)c1=O (configuration not stated)	10%	3%	3%	15%	5	-1%	?
15	COc1cccc(CNC(=O)CN(c2ccc(C(C)C)cc2)S(=O)(=O)c2c(C)noc2C)c1	/	/	1%	59%[activator]	-9	/	/
16	CCc1ccccc1NC(=O)CCNS(=O)(=O)c1ccc2c(c1)CCCC(=O)N2	/	/	0%	12%	-4	/	/
17	CCc1ccccc1NC(=O)C1=C(C)C(=O)OC12CCCCCC2	/	/	-12%	-15%	-1	/	/
18	Cc1ccc(Nc2ncncc2-c2nc(-c3ccccc3)no2)c(C)c1	2%	-31%	3%	-17%	3	?	i
19	COCCn1c(=N)c(C(=O)NCC2CCCO2)cc2c(=O)n3ccccc3nc21 (configuration not stated)	/	/	?	-6%	4	/	/
20	COc1ccc(CNC(=O)c2ccc(CN3C(=O)NC4(CCOCC4)C3=O)cc2)cc1	-2%	1%	3%	-7%	14	6%	i
21	O=C(c1ccc(C(F)(F)F)cc1)N1CCC(N2CCCS2(=O)=O)CC1	/	i	4%	44%[activator]	-8	i	i
22	COc1cccc(C(=O)N2CCC3(CC2)OCC(C(=O)N2CCCC2)N3C(=O)c2ccccc2)c1 (configuration not stated)	-7%	-24%	10%	-8%	8	-22%	i
23	O=C(c1ccc(N2CC[C@@H](O)C2)nc1)N1CCC(Oc2cccnc2)CC1	7%	1%	4%	7%	-9	2%	i
24	C/C=C1/CC2C(=O)Nc3cc(O)c(OC)cc3C(=O)N2C1 (configuration not stated)	/	/	-8%	/	-14	/	i
25	CN1C(=O)CO[C@H](c2ccc(NC(=O)c3ccc(C(F)(F)F)cc3)cc2)[C@H]1CO	?	-30%[174 µM]	-6%[87.6 µM]	-21%[87.6 µM]	1	?	0%[88.5 µM]

no.	Structure	Luciferase inh	3T3 cytotox	HEK293 viab	SNCA expr inhib	IP6K1 inhibitor	HEK293 tox	GPT2 inhibitor
26	O=C(Cn1c(=O)oc2cc(S(=O)(=O)N3CCCC3)ccc21)NCc1ccc(Cl)cc1	/	/	2%	-8%	6	/	/
27	O=C(c1nccs1)c1cccnc1N1CCNCC(O)C1 (configuration not stated)	-1%	0%	1%	24%	7	-10%	?
28	COc1cccc(NC(=O)c2cnc3c(c2)N([S+](=O)([O-])c2cccnc2)CCC3)c1	-13%[172 µM]	?	-11%[87.6 µM]	28%[87.6 µM]	30	-22%[172 µM]	2%[88.5 µM]
29	Cc1[nH]c2ccccc2c1CCNC(=O)c1cccs1	/	/	-20%	/	-10	/	i
30	COCC1CN(S(=O)(=O)c2ccc(C#N)cc2)CC12CCNCC2 (configuration not stated)	-14%	-5%	-2%	-6%	5	-6%	i
31	O=C(NCCc1ccccc1)c1ccc2c(c1)N(Cc1ccccc1Cl)C(=O)c1ccccc1S2	/	/	8%	0%	-5	/	/
32	COc1cccc(-c2cc(C3CCN(C(=O)Nc4ccc5c(c4)OCCO5)CC3)[nH]n2)c1	25µM*	40µM*	-10%	89%[activator]	-14	?	i
33	COc1cccc(-n2nnnc2N2CCN(C(=O)Nc3ccc(C)c(F)c3)CC2)c1	/	-21%	-4%	-10%	9	-3%	-17%
34	O=C(CC1N=C2c3ccccc3N=C(SCc3ccccc3F)N2C1=O)NCc1cccs1 (configuration not stated)	/	/	-1%	25%	-2	/	/
35	Cc1ccccc1NC(=O)c1ccc(F)c(S(=O)(=O)N2CCc3ccccc3C2)c1	/	/	0%	-5%	28	/	/
36	COc1ccc(C(=O)N2CCN(C(=O)c3nnn4c3COC(c3ccccc3)C4)CC2)cc1F (configuration not stated)	3%	1%	-6%	-2%	12	-17%	4%
37	COc1ccc(C2(O)CCC(N3CC[C@@H](NC(=O)CNC(=O)c4cccc(C(F)(F)F)c4)C3)CC2)cn1 (some centres not stated)	/	/	30%	/	-2	/	i
38	COc1cccc([S+](=O)([O-])N2CCCC3(C2)NC(=O)c2ccccc2O3)c1 (configuration not stated)	-5%	-21%	-4%	20%	11	-16%	-20%
39	COCCN1C[C@H]2COc3cc(OC)ccc3[C@H]2N(C(=O)c2ccccc2OC)CCC1=O	/	?	/	/	1	?	/
40	CCOc1ncccc1C(=O)N1CC[C@@](O)(C2CCOCC2)[C@H](C)C1	0%	-1%	3%	-22%	-2	i	i
41	COC[C@@H]1CN(Cc2cnn(C)c2)C[C@H]1c1ccncc1	5%	5%	3%	18%	-6	i	i
42	NCC(c1ccccc1)N1CCOCC1 (configuration not stated)	/	-1%[174 µM]	0%[87.6 µM]	-20%[87.6 µM]	-8	0%[230 µM]	-5%[88.5 µM]
43	CCOc1cc(=O)n2c(c1C(=O)N(CC)Cc1ccncc1)CCCCC2	10%	-25%	7%	-3%	-3	-6%	i
44	COCCNC(=O)N1CCc2nc(N3CCN(C)CC3)[nH]c(=O)c2CC1	12%	i	-3%	-3%	11	2%	-8%
45	COc1cc(Cl)cc2cc(C(=O)N3CC[C@H](CO)[C@H](O)C3)oc12	-9%	-27%	3%	58%[activator]	-14	-5%	i[11.5 µM]
46	CC(C)(CC(=O)O)CC(=O)N1Cc2[nH]cnc2C[C@H]1C(=O)N1CCCC1	1%[172 µM]	5%[174 µM]	2%[87.6 µM]	-8%[87.6 µM]	-5	i	-2%[88.5 µM]
47	O=C(c1cccs1)N1CCC(c2noc(-c3ccncc3)n2)C1 (configuration not stated)	6%	-2%	8%	2%	4	0%	-15%
48	CCOC(=O)c1cccc(NC(=O)c2cc(CN3CCCC3)on2)c1	/	/	8%	-34%	17	/	/
49	C[C@@H](NC(=O)C1CC1)c1onc(-c2ccc(F)cc2)c1C(=O)O	2%[172 µM]	3%[138 µM]	7%[87.6 µM]	-4%[87.6 µM]	10	i	-14%[88.5 µM]
50	COC(=O)N1CCC(C(=O)N2CCC3(CC2)CC(=O)Nc2ccccc2O3)CC1	/	-18%	-3%	-5%	13	-15%	3%

no.	Structure	Luciferase inh	3T3 cytotox	HEK293 viab	SNCA expr inhib	IP6K1 inhibitor	HEK293 tox	GPT2 inhibitor
51	COCCN1C(=O)c2cccn2CC1CN (configuration not stated)	-2%	i	-1%	-3%	5	i	-13%
52	COc1ccc(NC(=O)c2oc3ccc(S(=O)(=O)N(C)C4CCCCC4)cc3c2C)cc1Cl	/	/	-2%	2%	1	/	/
53	Cc1ccc(C(=O)N2CCC(c3n[nH]c(=O)n3Cc3ccc(F)cc3)CC2)cc1F	5%	?	6%	-1%	21	-27%	-1%
54	CC(=O)c1cc(CN2CCCn3nc(CNC(=O)C4CCC4)cc3C2)cs1	9%	-17%	-14%	2%	45	-9%	-11%[11.5 µM]
55	O=C(NCc1cccc(Cl)c1)C1CCCN(c2ccnc3ccnn23)C1 (configuration not stated)	/	?	-16%	-7%	12	?	1%
56	NC(=O)C1CCN(CC[C@H]2CN(C(=O)Nc3ccc(OC(F)(F)F)cc3)CC[C@H]2CC(=O)O)CC1	7%	-6%	4%	6%	2	-2%	-20%
57	CC(=O)Nc1ccc(S(=O)(=O)N(Cc2ccccc2)Cc2ccccc2)cc1	/	/	11%	-25%	16	/	/
58	CC(C)Oc1ccc(CNC(=O)c2cc3ccccn3n2)cc1	/	/	2%	197%[activator]	-7	/	/
59	CCOC(=O)N1CCN(C(=O)CN(c2cccc(Cl)c2)S(=O)(=O)c2ccccc2)CC1	/	/	-15%	-25%	17	/	/
60	O=c1[nH]c(C2CCCN(Cc3ccccc3C(F)(F)F)C2)nn1-c1ccccc1 (configuration not stated)	-1%	?	-13%	-6%	3	?	4%
61	CN(C)C(=O)C1CN(C(=O)c2ccc(Cl)s2)CC12CCOCC2 (configuration not stated)	-1%	-12%	-7%	?	25	-9%	0%
62	O=C(O)C1Cc2nc[nH]c2CN1C(=O)CCc1cn2ccccc2n1 (configuration not stated)	3%	-3%	-2%	-24%	27	1%	1%[11.5 µM]
63	CCNC(=O)N1CCOc2ccc(CCC(=O)Nc3ccc(C)cc3)cc2C1	-18%	?	-2%[12.5 µM]	?	-5	?	1%
